Screening results from PubChem.
UHRF1 MBD2 ctr – blocks human UHRF1 binding to methylated DNA; AID 687016; 370,000 tested, 0.75% active; Q96T88; inhibition, % at 4.4 µM; UHRF1 binding to methylated oligo, TR-FRET; in the data active = inhibition above about 21%;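 note: UHRF1 SRA domain binding a hemimethylated CpG hairpin DNA probe; 0% = median of test compound wells and 100% = reference inhibitor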
TCR-CD3 inh – blocks the human TCR-CD3 interaction; inhibition, % at 9.4 µM; TAMRA-labeled TCR probe fluorescence, biochemical; AID 651800; 360,000 tested, 0.37% active; in the data active = inhibition above about 19%;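 note: recombinant mutant TCR 2C K166C tagged with TAMRA read by polarization; 0% = receptor in buffer alone and 100% = receptor with positive control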
PG9 binder – PG9 antibody binding by small molecule; TR-FRET gp120-PG9 antibody binding; inhibition, % at 6.7 µM; 360,000 tested, 0.43% active; in the data active = inhibition above about 8.5%
mABHD4 FP – inhibits mouse alpha/beta hydrolase domain 4 | Q8VD66 | 370,000 tested, 0.54% active | purified mABHD4, FP-Rh probe fluorescence polarization | inhibition, % at 8.92 µM;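 active = inhibition exceeding the mean over every tested compound plus 3 SD, cut at about 30% in these data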;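 note: 0% = plate median of compound wells and 100% = S159A mutant with DMSO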
Target sequence (Q8VD66 whole entry, looked up, the tested form may be a part): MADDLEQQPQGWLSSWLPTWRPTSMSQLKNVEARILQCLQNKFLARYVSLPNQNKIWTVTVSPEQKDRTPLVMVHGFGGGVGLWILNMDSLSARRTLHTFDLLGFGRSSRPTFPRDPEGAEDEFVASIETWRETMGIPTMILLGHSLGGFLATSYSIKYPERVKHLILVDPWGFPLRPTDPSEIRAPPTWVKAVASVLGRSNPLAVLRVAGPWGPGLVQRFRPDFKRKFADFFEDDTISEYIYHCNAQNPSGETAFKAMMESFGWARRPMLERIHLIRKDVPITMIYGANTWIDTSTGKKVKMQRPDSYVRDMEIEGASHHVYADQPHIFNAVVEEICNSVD
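Assay system: Wild-type mouse ABHD4 protein | Medium: HEPES pH 7.0 buffer, 150 mM NaCl, 0.01% Pluronic F-127 | Incubation: Enzyme–compound pre-incubation 45 min, then probe 60 min, both 25 °C | Technique: Fluorescence polarization with parallel and perpendicular emission, 525/598 nm | Evaluation: % inhibition of FP-Rh probe binding versus controls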
MBD2 DNA inh – MBD2-methylated oligo binding inhibition; TR-FRET, MBD2 binding to methylated oligonucleotide; inhibition, % at 4.4 µM; 370,000 tested, 0.31% active; AID 686964; in the data active = inhibition above about 13%
HTRA1 inhibitor – inhibitors of human serine peptidase HTRA1; Q92743; 340,000 tested, 0.5% active; recombinant HTRA1, FP-rhodamine activity-based probe, fluorescence polarization; inhibition, % at 5.96 µM; in the data active = inhibition above about 36%;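 note: 0% = enzyme with DMSO and 100% = wells lacking enzyme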
LEDGF integ inh – blocks HIV-1 LEDGF/p75-dependent DNA integration. AID 743269. inhibition, % at 3.7 µM. TR-FRET IN-LEDGF/p75 DNA integration, Eu/Cy5. 370,000 tested, 0.64% active;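 active = inhibition above the screen-wide mean plus 3 SD, cut at about 13% in these data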;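 note: signal is the Cy5 over europium emission ratio at 671 and 618 nm; 0% = plate median of compound wells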
rCAG RNA binder – molecules binding r(CAG) RNA repeats; r(CAG) RNA repeat, TO-PRO-1 dye displacement fluorescence; inhibition, % at 3 µM; 370,000 tested, 1.3% active; AID 651821;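 active = inhibition above the plate cutoff, the mean of all test compounds on that plate plus 3 SD, cut at about 35% in these data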;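 note: 0% = DMSO alone and 100% = 100 µM mitoxantrone as full dye displacement; higher means more dye released from RNA so lower well fluorescence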
NR1D1 modulator – Rev-erb alpha (human) modulation. Rev-erbα–FITC-DNA binding, fluorescence polarization, 90 min. activity, % at 10 µM. 370,000 tested, 0.79% active. AID 1259318;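 active = activity above about 14%, limit read from the data; passing the limit was not always enough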;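 note: 0% = DMSO wells with 35 nM protein and 100% = DMSO wells with 750 nM protein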
PRMT1 inh – blocks human protein arginine methyltransferase 1. AID 652257. inhibition, % at 2.79 µM. Q99873. recombinant PRMT1, activity-based probe fluorescence polarization. 370,000 tested, 1.3% active;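 active = inhibition above about 21% made by adding two undisclosed values, limit read from the data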
Target sequence (Q99873 whole entry, looked up): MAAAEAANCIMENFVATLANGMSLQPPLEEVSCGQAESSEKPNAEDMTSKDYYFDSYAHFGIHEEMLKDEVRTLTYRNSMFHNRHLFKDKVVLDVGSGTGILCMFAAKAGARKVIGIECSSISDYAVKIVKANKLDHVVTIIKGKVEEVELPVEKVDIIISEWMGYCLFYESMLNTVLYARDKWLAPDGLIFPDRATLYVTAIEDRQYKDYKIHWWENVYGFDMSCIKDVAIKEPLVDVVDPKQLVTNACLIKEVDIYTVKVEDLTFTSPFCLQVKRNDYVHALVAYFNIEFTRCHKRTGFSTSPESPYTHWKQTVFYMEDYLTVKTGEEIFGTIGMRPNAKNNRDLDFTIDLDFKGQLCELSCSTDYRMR
* = called active by the depositor; . = not tested or not shown. These rows are one share of the data. The share of hits here may be higher or lower than overall.

SMILES | UHRF1 MBD2 ctr | TCR-CD3 inh | PG9 binder | mABHD4 FP | MBD2 DNA inh | HTRA1 inhibitor | LEDGF integ inh | rCAG RNA binder | NR1D1 modulator | PRMT1 inh
Nc1nonc1-c1nc2ccccc2n1Cc1ccc(F)cc1Cl | -4 | -4 | 1.5 | 3 | -3 | -16 | 0 | 2 | -8 | -2
COc1cccc(-c2cc(C(=O)NCCc3ccccc3)no2)c1 | 3 | -3 | -0.5 | 0 | 3 | -9 | -5 | 0 | 0 | 4
CC(C)N(CC#CC(O)(c1ccccc1)c1ccccc1)C(C)C | 8 | -1 | -1.5 | 0 | 3 | -3 | -4 | -10 | 1 | 1
CNNC(=O)C(=O)NNS(=O)(=O)c1ccccc1 | 1 | 1 | -0.3 | 3 | 2 | 5 | -2 | -1 | 0 | 0
C/C=C/c1ccc(OCCCNCC(C)O)c(OC)c1 (stereo unspecified) | 3 | -4 | 1.1 | 0 | 2 | 3 | 2 | 1 | -4 | 1
CCN(CC)Cc1ccc(NC(=O)c2sc3cc(Cl)ccc3c2Cl)cc1 | -2 | -7 | -0.3 | -7 | 6 | -31 | 6 | 12 | 5 | -11
NC(=O)C1CCN(C(=O)c2cccc3ccccc23)CC1 | 3 | -5 | 2.4 | -8 | 5 | -2 | 0 | -3 | 2 | 6
Cc1ccc2c(c1)[C@@H]1[C@H](CO2)[C@H](c2ccccc2)[C@@]2(C)C(=O)N[C@H](C)C(=O)N12 | 2 | 5 | -0.6 | -2 | 2 | 7 | 3 | -4 | -2 | -3
CCC1(CC)Cc2ccccc2-c2nc(NCCO)[nH]c(=O)c21 | -2 | 4 | -3.4 | -9 | 0 | -5 | -2 | 2 | -4 | -1
Cc1nc(S(=O)(=O)N2CCN(C3c4ccccc4-c4ccccc43)CC2)cn1C | -1 | 5 | -1.2 | 1 | -2 | . | -3 | -2 | 4 | -2
C=CCNc1nc(NCCNC(C)=O)c2sc(-c3ccccc3)cc2n1 | 1 | -1 | -1.4 | -1 | 1 | . | -2 | 0 | 2 | -1
Cc1cccc(NC(=O)COC(=O)c2ccc3nc(C)c(C)nc3c2)c1 | 2 | -8 | 0.2 | -9 | 3 | 0 | 1 | 3 | -5 | -3

In another format: results already given.
Values in the order – UHRF1 MBD2 ctr	TCR-CD3 inh	PG9 binder	mABHD4 FP	MBD2 DNA inh	HTRA1 inhibitor	LEDGF integ inh	rCAG RNA binder	NR1D1 modulator	PRMT1 inh
CCC1(CC)Cc2ccccc2-c2nc(NCCO)[nH]c(=O)c21
  -2	4	-3.4	-9	0	-5	-2	2	-4	-1
Cc1nc(S(=O)(=O)N2CCN(C3c4ccccc4-c4ccccc43)CC2)cn1C
  -1	5	-1.2	1	-2	.	-3	-2	4	-2
C=CCNc1nc(NCCNC(C)=O)c2sc(-c3ccccc3)cc2n1
  1	-1	-1.4	-1	1	.	-2	0	2	-1

Carrying on.
SMILES | UHRF1 MBD2 ctr | TCR-CD3 inh | PG9 binder | mABHD4 FP | MBD2 DNA inh | HTRA1 inhibitor | LEDGF integ inh | rCAG RNA binder | NR1D1 modulator | PRMT1 inh
Nc1ccc(C(=O)NNC(=O)C2COc3ccccc3O2)cc1[N+](=O)[O-] (stereo unspecified) | -2 | -8 | -1.6 | 16 | -6 | 9 | -3 | 0 | 2 | 4
O=C1CC(C(=O)O)S/C(=N\NC(=O)c2ccccc2)N1 (stereo unspecified) | -1 | -1 | -0.9 | -1 | -1 | 4 | -1 | -2 | -5 | -1
CC(C)(O)C#Cc1ccccc1C(=O)NC(CC(N)=O)C(=O)O (stereo unspecified) | 1 | -1 | -1.9 | 2 | -2 | 0 | 1 | -2 | 3 | -2
O=C(Cn1nnc(-c2ccccc2)n1)NNC(=O)c1ccco1 | -1 | 0 | -1.2 | -1 | 5 | -2 | -4 | -1 | -2 | 5
COc1ccc(/C=C(\NC(=O)c2ccc(OC)cc2)C(=O)NC(CCSC)C(=O)O)cc1 (stereo unspecified) | -2 | 1 | -1.0 | 2 | 0 | 5 | 3 | 4 | -8 | -2
Cc1c(Br)cc(C(=O)N2CCCCCC2)c(C)c1C | -2 | 3 | 0.0 | 1 | -4 | -12 | 1 | -9 | 0 | -2
O=C1O/C(=C/C(=O)N2CCOCC2)c2ccccc21 | 3 | -4 | 0.7 | -3 | 5 | 4 | -1 | 1 | 2 | -1
CC(C)Cn1c(N)c(C(=O)COC(=O)c2c(O)c(Cl)cc(Cl)c2Cl)c(=O)n(C)c1=O | -2 | -5 | 1.9 | -8 | 7 | 0 | -6 | 15 | -1 | 11
Cc1cccc(N(CC(=O)NC(C)(C)C)C(=O)CNC(=O)c2cccs2)c1 | -1 | 0 | -2.8 | -2 | 1 | 5 | 0 | -4 | -3 | 0
COc1ccccc1OCC(=O)Nc1cc2c(cc1C(=O)O)OCCCO2 | 2 | 7 | -0.4 | 2 | -5 | 3 | 2 | 4 | 8 | 6
CS(=O)(=O)Nc1ccc(C(=O)CSc2nnc(C3CC3)n2C2CC2)cc1 | 1 | -1 | 1.7 | 3 | 4 | 5 | 1 | 9 | -4 | 4
O=C(O)C(F)=C1c2ccccc2-c2ccccc21 | 2 | -1 | -2.6 | 6 | 5 | . | -1 | 5 | 10 | 3
Sc1nnc(-c2ccc(Cl)cc2)n1Cc1ccccc1 | 0 | 1 | 2.2 | -8 | 3 | -12 | -3 | 3 | 0 | 5
COc1ccc(C(CNC(=O)Cc2ccccc2Cl)N2CCCCC2)cc1 (stereo unspecified) | -2 | 9 | -1.2 | 4 | 2 | -1 | 0 | -10 | 2 | 2
COc1cc(C(=O)N2CCC(O)(c3ccccc3)CC2)cc(OC)c1OC | 1 | -5 | 0.7 | -14 | 7 | 0 | -3 | 0 | 3 | 4
CCOc1ccc(NC(=O)NC2CCCc3ccccc32)cc1 (stereo unspecified) | -6 | 10 | 0.8 | 0 | -5 | 1 | 0 | 1 | -7 | -5
Cc1cnc(NC(=O)C2CCCO2)s1 (stereo unspecified) | -1 | 3 | -0.9 | 4 | -3 | 4 | -4 | 3 | -8 | -5
CCn1c(SCC(=O)Nc2ccccc2C)nc2nc3c(cc2c1=O)COC(C)(C)C3 | 1 | 0 | -3.7 | -1 | -3 | 14 | -1 | -5 | -3 | -3
O=C(CSc1n[nH]c(-c2ccccn2)n1)Nc1ccc(Cl)cc1 | 0 | -11 | 0.2 | -13 | -2 | -4 | -4 | 10 | 4 | 3
CCN(CC)S(=O)(=O)c1ccc(Br)c(OC)c1 | 3 | -7 | 0.0 | -3 | -1 | -4 | -3 | -3 | 5 | 3
C/C(=N\NS(=O)(=O)c1ccc([N+](=O)[O-])cc1)c1ccc(NC(=O)c2ccco2)cc1 | -1 | -11 | 2.9 | -4 | -7 | 1 | -2 | -2 | -4 | 2
CCOc1ccc(C(=O)Nn2cnnc2)cc1OCC | 2 | -6 | 0.1 | -7 | 1 | 4 | 3 | 1 | -1 | -2
COc1ccccc1-n1c(SCC(=O)Nc2ccccc2C)nc(O)cc1=O | 1 | 5 | -0.8 | -33 | -6 | -15 | -1 | 40* | 0 | 5
CC(C)C(c1nnnn1C1CCCC1)N1CCCCC1 (stereo unspecified) | 1 | 7 | 0.8 | -3 | 3 | 5 | 4 | 4 | 7 | 1
CC1CCCN(CCCOc2ccccc2-c2ccccc2)C1 (stereo unspecified) | -2 | -5 | -0.9 | 12 | 4 | 1 | 1 | -3 | 0 | -4
COc1ccc(CC(=O)NNC(=O)CCc2ccccc2)cc1OC | 0 | -1 | -2.1 | 1 | -1 | 7 | -2 | -1 | -3 | 0
O=C(Nc1ccccc1Cl)/C(Cl)=C(\Cl)S(=O)c1ccccc1 (stereo unspecified) | 1 | -5 | 2.6 | 3 | -1 | -35 | -1 | -4 | 3 | 80*
CC1CCCCC1NC(=O)CSc1nnc(COc2ccccc2Cl)o1 (stereo unspecified) | -2 | -2 | -3.8 | -8 | -6 | -11 | 0 | -1 | -2 | 2
CC(=O)c1ccc(OCC(C)Oc2ccc(C#N)cc2)cc1 (stereo unspecified) | 2 | -10 | 0.6 | 5 | -3 | -3 | -1 | -8 | -2 | 9
Cc1ccc(OCc2nnc(NC(=O)c3ccco3)s2)c(C)c1 | 2 | 4 | 0.9 | -13 | -2 | -6 | 6 | 20 | 0 | 6
CCOC(=O)C1CCN(C(=O)COC(=O)CNC(=O)c2ccc(OC)cc2)CC1 | 3 | -4 | -0.8 | -3 | 2 | 3 | 3 | -3 | 5 | -3
CC(C)n1cc(C(=O)N2CCCC(N3CCN(c4ccc(F)cc4)CC3)C2)cn1 (stereo unspecified) | 2 | 3 | -3.4 | -3 | 0 | 5 | 5 | -5 | 2 | -1
COC(=O)C1CN(Cc2ccc(F)cc2)CCS(=O)(=O)N1Cc1cn(CCOC(C)=O)nn1 (stereo unspecified) | 14 | . | . | 8 | 3 | . | 6 | -1 | -3 | 3
COC(=O)[C@]12CCCCC=C1N(CCc1ccc(OC)c(OC)c1)C(=O)[C@H](CC(=O)NCC13CC4CC(CC(C4)C1)C3)C2 | 0 | -4 | -0.5 | 14 | 2 | . | 3 | 7 | 4 | 1
CC(=O)N1c2ccc(S(=O)(=O)N3CCC(C(=O)N4CCC(C)CC4)CC3)cc2CC1C (stereo unspecified) | 5 | 1 | 0.0 | 4 | -1 | -3 | -10 | -2 | -1 | 2
[O-]/[N+](=C\c1ccco1)c1ccc(Cl)cc1 | -3 | 10 | -0.2 | 15 | 2 | 8 | 0 | 3 | -4 | 6
O=C1[C@H]2[C@@H](c3ccccc3)N[C@]3(CCCN(Cc4ccc(C(F)(F)F)cc4)C3=O)[C@H]2C(=O)N1Cc1ccccc1 | -1 | 5 | -0.9 | -8 | 0 | -74 | -1 | 0 | -3 | 2
O=C(Cn1nnc(-c2ccccc2)n1)NC1CCS(=O)(=O)C1 (stereo unspecified) | -1 | 1 | 0.1 | -5 | -2 | -4 | 2 | -9 | 6 | -3
c1ccc(-c2nnc(-c3ccccn3)s2)nc1 | -2 | 4 | -0.4 | -1 | -1 | 3 | 1 | 0 | 5 | 0
c1cc(-c2sc(-c3ccncc3)c(-c3ccncc3)c2-c2ccncc2)ccn1 | 0 | -1 | -2.9 | -5 | 0 | . | 2 | 3 | -3 | 3
O=C(Nc1ccccc1Br)c1ccccc1-c1ccccc1 | 0 | -5 | 0.4 | 1 | 0 | -15 | -2 | -6 | 5 | -6
Cc1ccc(C)c(S(=O)(=O)N2CCN(C(=O)Cn3cnc4c3c(=O)n(C)c(=O)n4C)CC2)c1 | -3 | 0 | -1.4 | -6 | 1 | 1 | 1 | -3 | 0 | -4
CCOc1ccc(N2CC(O)Cn3c2nc2c3c(=O)n(CCCc3ccccc3)c(=O)n2C)cc1 (stereo unspecified) | -1 | -5 | -0.2 | 5 | 5 | 1 | 0 | -5 | 5 | 2
Cc1ccc2oc(C(=O)N3CCCCCC3)c(C)c2c1 | 0 | 7 | -0.5 | 4 | -3 | -5 | -2 | -7 | 5 | -1
O=C(CN(Cc1ccccc1Cl)C(=O)CCC(=O)Nc1nccs1)NCC1CCCO1 (stereo unspecified) | -2 | -4 | 1.0 | 2 | -2 | -3 | -2 | -2 | -1 | 1
CC(C)(C)C(=O)NCc1ccc(C(=O)CSc2nnc3n2CCCCC3)s1 | -1 | -6 | -0.8 | 1 | 6 | 2 | 2 | 5 | 4 | 4
CCCC(=O)N1CCC1(C)C(=O)NS(=O)(=O)c1cc(C)ccc1F (stereo unspecified) | 1 | 4 | 2.0 | 0 | -2 | . | 2 | 2 | 1 | 0
